Compound activity: PubChem, Sanford-Burnham Center for Chemical Genomics
CXCR6 inh – inhibitors of human CXCR6 receptor | CHO-K1 PathHunter CXCR6 beta-arrestin, luminescence | inhibition, % at 20 µM | O00574 | 360,000 compounds, 0.36% hits; in the data active = inhibition above about 34%, passing the limit was not always enough;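 also: antagonist mode with CXCL16 agonist at 10 nM final; 0% = 10 nM CXCL16 with DMSO and 100% = unstimulated wells without agonist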
Target sequence (O00574 whole entry, looked up): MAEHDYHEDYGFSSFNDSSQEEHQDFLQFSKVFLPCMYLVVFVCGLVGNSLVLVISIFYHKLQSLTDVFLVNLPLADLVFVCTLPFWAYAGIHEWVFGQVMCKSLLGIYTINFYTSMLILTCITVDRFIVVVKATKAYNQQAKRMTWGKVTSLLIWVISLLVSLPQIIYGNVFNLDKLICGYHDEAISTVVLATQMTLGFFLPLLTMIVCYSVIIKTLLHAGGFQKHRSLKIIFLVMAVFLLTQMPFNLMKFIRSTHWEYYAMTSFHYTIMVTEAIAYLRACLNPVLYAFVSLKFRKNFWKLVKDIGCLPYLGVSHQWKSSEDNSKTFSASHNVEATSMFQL
EBI2 antag – EBI2 (human) antagonism. P32249. EBI2 beta-arrestin recruitment, luminescence, 7a,25-OHC stimulated. inhibition, % at 5 µM. 360,000 compounds, 0.81% hits; in the data active = inhibition above about 38%;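 also: enzyme fragment complementation signal reports receptor beta-arrestin coupling in cells; 0% = agonist plus DMSO wells and 100% = wells without agonist; some results beyond the cut were filed as inactive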
CCR6 antagonist – antagonists of human CCR6 receptor; P51684; CHO-K1 CCR6 PathHunter beta-arrestin, luminescence, CCL20-stimulated; inhibition, % at 20 µM; 340,000 compounds, 0.49% hits; AID 493098;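 active = compounds whose inhibition of the agonist-driven luminescence signal at 20 µM reaches about 50%, limit read from the data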;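 also: cells stimulated with CCL20 at 14 nM final; plate controls were DMSO with CCL20 for no effect and DMSO without agonist for full effect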
Target sequence (P51684 whole entry, looked up): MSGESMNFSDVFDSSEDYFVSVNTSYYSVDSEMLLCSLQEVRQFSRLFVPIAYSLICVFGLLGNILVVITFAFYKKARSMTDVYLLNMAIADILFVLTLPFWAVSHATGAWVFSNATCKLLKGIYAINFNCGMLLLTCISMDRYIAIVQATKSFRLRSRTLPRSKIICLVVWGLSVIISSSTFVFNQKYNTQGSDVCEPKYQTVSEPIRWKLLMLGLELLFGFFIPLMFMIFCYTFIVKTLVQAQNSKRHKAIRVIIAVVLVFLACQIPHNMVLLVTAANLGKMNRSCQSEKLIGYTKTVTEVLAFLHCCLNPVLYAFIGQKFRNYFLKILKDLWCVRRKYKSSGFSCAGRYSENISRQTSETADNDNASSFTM
APJ antag – antagonists of human APJ apelin receptor; P35414; 330,000 compounds, 0.32% hits; inhibition, % at 20 µM; CHO-K1 APJ beta-arrestin complementation, luminescence; AID 2521;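 active = inhibition above about 40% at 20 µM, limit read from the data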;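 also: cells challenged with 10 nM apelin-13 agonist together with compound; plate controls were apelin-13 plus DMSO wells for no effect and DMSO wells lacking apelin-13 for full effect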
Target sequence (P35414 whole entry, looked up): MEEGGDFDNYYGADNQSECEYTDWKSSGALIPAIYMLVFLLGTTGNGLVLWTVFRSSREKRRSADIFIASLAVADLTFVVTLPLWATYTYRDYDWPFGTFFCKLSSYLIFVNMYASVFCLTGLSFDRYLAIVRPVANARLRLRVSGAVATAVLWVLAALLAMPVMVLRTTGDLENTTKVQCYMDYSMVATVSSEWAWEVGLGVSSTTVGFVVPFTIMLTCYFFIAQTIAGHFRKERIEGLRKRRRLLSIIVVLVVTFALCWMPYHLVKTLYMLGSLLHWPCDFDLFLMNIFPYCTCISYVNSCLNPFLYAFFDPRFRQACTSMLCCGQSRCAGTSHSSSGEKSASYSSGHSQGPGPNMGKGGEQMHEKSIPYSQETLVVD
tim23-1 inh – growth inhibitors of tim23-1 mutant yeast; S. cerevisiae tim23-1 growth, BacTiter-Glo luminescence, 24 h; inhibition, % at 20 µM; 330,000 compounds, 1.3% hits;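 active = growth inhibition of the mutant yeast at or above 50%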;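 also: temperature-sensitive mutant grown at 25 °C; plate controls were DMSO-treated mutant yeast for no effect and medium wells lacking yeast for full effect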
APJ agonist – activates the human apelin receptor APJ; activation, % at 20 µM; CHO-K1 APJ PathHunter beta-arrestin, luminescence; 0% DMSO wells, 100% apelin; P35414; 330,000 compounds, 0.11% hits; AID 2520;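 active = activation more than six SD over the plate average, tested at 20 µM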;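 also: 0% = DMSO alone and 100% = apelin-13 at 10 nM; some results filed as inactive read as strong as hits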
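system = engineered CHO-K1 APJ arrestin reporter cells | input = 1000 cells per well | timing = overnight seeding, 90 min compound at 25 °C, 1 h detection | measured by = enzyme-fragment complementation luminescence | read-out = beta-arrestin recruitment to APJ as agonist activity, luminescent signal | control set = negative DMSO alone, positive Apelin-13 at 10 nM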
Mdm2 MdmX PPI – disrupts the human Mdm2-MdmX interaction; O15151+Q00987; SaOS-2 split-luciferase Mdm2/MdmX complementation, luminescence; inhibition, % at 8 µM; 330,000 compounds, 3% hits; AID 485346;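 active = inhibition of at least 50% at 8 µM in the primary screen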
CHOP UPR activ – activators of apoptotic arm of unfolded protein response (CHOP) | CHO-CHOP luciferase reporter, UPR activation, luminescence; percent of tunicamycin response over DMSO baseline | 330,000 compounds, 0.34% hits | activation, % at 10 µM | AID 449763;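 active = at 10 µM dose, activation of 40% or more, normalized to positive control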;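 also: 100% = tunicamycin at 10 µg/mL and 0% = DMSO alone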
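System: CHO-CHOP luciferase reporter cell line; amount: 500 cells/well; buffer or medium: F12 medium containing 10% fetal bovine serum; incubation: 6 h compound exposure at 37 °C after overnight seeding; measured by: luciferase luminescence after 10 min with Steady-Glo reagent; evaluation: % reporter activation, DMSO baseline versus tunicamycin full activation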
UPR XBP1 act – adaptive UPR (XBP1) activation; CHO-XBP1 luciferase reporter, IRE1-XBP1 UPR activation, luminescence; percent of tunicamycin response, DMSO as zero; activation, % at 20 µM; 330,000 compounds, 0.33% hits; AID 463104;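 active = versus positive control, 20 µM dose yields 30% or more activation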;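 also: 100% = tunicamycin at 10 µg/mL and 0% = DMSO only wells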
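Assay system: IRE1-XBP1 luciferase reporter CHO line. Input: 1000 cells/well. Buffer or medium: F12 with 10% serum. Doses: 20 µM, 1% DMSO. Times: overnight seeding at 37 °C, 6 h compound treatment at 37 °C. Technique: Steady-Glo luciferase glow luminescence, 10 min after reagent addition.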
The depositor's hits bear a star.

O=C1/C(=C\c2cc(Br)cc(Br)c2O)SC(=S)N1Cc1ccccc1 was read as CXCR6 inh 35, EBI2 antag -2, CCR6 antagonist 46, APJ antag 36, tim23-1 inh 47, APJ agonist -6, Mdm2 MdmX PPI 91*, CHOP UPR activ -0.9 and UPR XBP1 act -2.
`Cc1ccnc2c1ccc1ccccc12` gave CXCR6 inh -6, EBI2 antag -5, CCR6 antagonist 12, APJ antag 4, tim23-1 inh 19, APJ agonist 0, Mdm2 MdmX PPI 11, CHOP UPR activ 1.4 and UPR XBP1 act -3.
For COc1ccccc1CNc1ccc2nnc(CCNC(=O)c3ccccc3)n2n1 the results were CXCR6 inh 2, EBI2 antag 1, CCR6 antagonist 7, APJ antag -1, tim23-1 inh -1, APJ agonist -4, Mdm2 MdmX PPI 10, CHOP UPR activ 3.4 and UPR XBP1 act -2.
For COc1ccccc1-c1cc(C(F)(F)F)n2ncc(C(=O)N3CCc4ccccc4C3)c2n1 the results were CXCR6 inh 2, EBI2 antag 30, CCR6 antagonist 14, APJ antag -4, tim23-1 inh 20, APJ agonist 2, Mdm2 MdmX PPI 43, CHOP UPR activ 2.8 and UPR XBP1 act -5.
Screening Cc1ccc2c(CC(=O)NC3=NCCS3)coc2c1 returned CXCR6 inh -2, EBI2 antag 5, CCR6 antagonist 1, APJ antag 19, tim23-1 inh 3, APJ agonist -3, Mdm2 MdmX PPI 7, CHOP UPR activ 5.1 and UPR XBP1 act 2.
CCCCn1c(=N)n(CCOc2ccc(C)cc2)c2ccccc21 was read as CXCR6 inh 8, EBI2 antag -3, CCR6 antagonist -1, APJ antag 14, tim23-1 inh 9, APJ agonist 2, Mdm2 MdmX PPI 63*, CHOP UPR activ -1.3 and UPR XBP1 act -1.
Screening CC(C)c1ccc(CN(C(=O)c2cc3ccccc3oc2=O)C2CCS(=O)(=O)C2)cc1 (stereo unspecified) returned CXCR6 inh 1, EBI2 antag 2, CCR6 antagonist 9, APJ antag -7, tim23-1 inh 7, APJ agonist -1, Mdm2 MdmX PPI 23, CHOP UPR activ 2.3 and UPR XBP1 act 1.
CC(=O)c1cccc(OCc2cc(C(=O)N3C[C@H]4CC[C@H]3C4)no2)c1 was read as CXCR6 inh -6, EBI2 antag 7, CCR6 antagonist -18, APJ antag 13, tim23-1 inh 10, APJ agonist -2, Mdm2 MdmX PPI -124, CHOP UPR activ 6.6 and UPR XBP1 act -4.
For COCCCNC(=O)c1ccc2c(c1)ncn2-c1ccc(C)cc1C the results were CXCR6 inh 2, EBI2 antag 7, CCR6 antagonist 16, APJ antag -35, tim23-1 inh 20, APJ agonist 1, Mdm2 MdmX PPI -18, CHOP UPR activ -0.2 and UPR XBP1 act 0.
Screening O=C(OCCN1CCCCC1)c1cc2ccccc2o1 returned CXCR6 inh -2, EBI2 antag -1, CCR6 antagonist 9, APJ antag -1, tim23-1 inh 11, APJ agonist -8, Mdm2 MdmX PPI 2, CHOP UPR activ -2.3 and UPR XBP1 act 0.
Screening O=C(O)C1C2CCC(O2)C1C(=O)Nc1cnn(Cc2ccccc2)c1 (stereo unspecified) returned CXCR6 inh 4, EBI2 antag 1, CCR6 antagonist 2, APJ antag 2, tim23-1 inh 6, APJ agonist -2, Mdm2 MdmX PPI -11, CHOP UPR activ -0.8 and UPR XBP1 act 1.
CC(C)(C)NC(=O)c1ccc(C(=O)NC(C)(C)C)cc1 was read as CCR6 antagonist -11, APJ antag 5, tim23-1 inh -8, APJ agonist -3, Mdm2 MdmX PPI 7, CHOP UPR activ 1.1 and UPR XBP1 act 4.
For O=C(CSc1nnc(-c2ccccc2)o1)NC1CCS(=O)(=O)C1 (stereo unspecified) the results were CXCR6 inh -4, EBI2 antag -16, CCR6 antagonist -1, APJ antag -10, tim23-1 inh 2, APJ agonist 1, Mdm2 MdmX PPI 27, CHOP UPR activ 2.0 and UPR XBP1 act -1.
Screening CC(C)(CO)CNC(=O)CCc1nnc(C2(c3ccc(Cl)cc3)CCC2)o1 returned CXCR6 inh 4, EBI2 antag -13, CCR6 antagonist 1, APJ antag 4, tim23-1 inh -2, APJ agonist -2, Mdm2 MdmX PPI -3, CHOP UPR activ 0.7 and UPR XBP1 act 1.
COc1ccc(/C=C/C(=O)c2ccc3c(c2)OCO3)c(OC)c1 was read as CXCR6 inh 2, EBI2 antag 6, CCR6 antagonist 11, APJ antag 8, tim23-1 inh 7, APJ agonist 0, Mdm2 MdmX PPI -43, CHOP UPR activ 3.0 and UPR XBP1 act 1.

Overlap with the part before: 2 entries, then new ones.
Screening CC(C)(CO)CNC(=O)CCc1nnc(C2(c3ccc(Cl)cc3)CCC2)o1 returned CXCR6 inh 4, EBI2 antag -13, CCR6 antagonist 1, APJ antag 4, tim23-1 inh -2, APJ agonist -2, Mdm2 MdmX PPI -3, CHOP UPR activ 0.7 and UPR XBP1 act 1.
COc1ccc(/C=C/C(=O)c2ccc3c(c2)OCO3)c(OC)c1 was read as CXCR6 inh 2, EBI2 antag 6, CCR6 antagonist 11, APJ antag 8, tim23-1 inh 7, APJ agonist 0, Mdm2 MdmX PPI -43, CHOP UPR activ 3.0 and UPR XBP1 act 1.
CC12CCC(C/C1=N/OC(=O)c1cccc([N+](=O)[O-])c1)C2(C)C (stereo unspecified) was read as CXCR6 inh 1, EBI2 antag 9, CCR6 antagonist -14, APJ antag -8, tim23-1 inh 70*, APJ agonist -1, Mdm2 MdmX PPI 14, CHOP UPR activ -0.1 and UPR XBP1 act 1.
Screening Cc1ccc(C(O)(C(=O)NNS(=O)(=O)c2ccc(C)cc2)c2ccc(C)cc2)cc1 returned CXCR6 inh 6, EBI2 antag -1, CCR6 antagonist 13, APJ antag -19, tim23-1 inh 6, APJ agonist 2, Mdm2 MdmX PPI 0, CHOP UPR activ 1.3 and UPR XBP1 act -3.
O=S(=O)(c1cnc[nH]1)N1CCN(c2ccc(Cl)cc2)CC1 was read as CXCR6 inh -1, EBI2 antag 0, CCR6 antagonist -2, APJ antag 5, tim23-1 inh 2, APJ agonist 0, Mdm2 MdmX PPI 14, CHOP UPR activ -1.4 and UPR XBP1 act -3.
For C=CCn1c(SCC(=O)Nc2nnc(C)s2)nnc1C1CC1 the results were CXCR6 inh 0, EBI2 antag -6, CCR6 antagonist 3, APJ antag 7, tim23-1 inh -1, APJ agonist 0, Mdm2 MdmX PPI 0, CHOP UPR activ 1.2 and UPR XBP1 act -1.
COc1ccccc1C(=O)Nc1cccc(NC(C)=O)c1 was read as CXCR6 inh -2, EBI2 antag -9, CCR6 antagonist -3, APJ antag 5, tim23-1 inh 5, APJ agonist -3, Mdm2 MdmX PPI 12, CHOP UPR activ 0.0 and UPR XBP1 act -1.
Screening COc1ccc(C(N)=S)cc1 returned CXCR6 inh 4, EBI2 antag -14, CCR6 antagonist 8, APJ antag 11, tim23-1 inh -3, APJ agonist 3, Mdm2 MdmX PPI 32, CHOP UPR activ 4.0 and UPR XBP1 act -1.
O=C(Nn1c(O)c(C=C2N=c3ccccc3=N2)sc1=S)c1ccccc1 was read as CXCR6 inh 15, EBI2 antag -13, CCR6 antagonist 9, APJ antag 3, tim23-1 inh -5, APJ agonist 1, Mdm2 MdmX PPI 33, CHOP UPR activ -0.2 and UPR XBP1 act 1.
For O=C(CSc1n[nH]c(=O)n1C1CC1)NCc1ccccc1 the results were CXCR6 inh 2, EBI2 antag 1, CCR6 antagonist 0, APJ antag -4, tim23-1 inh -4, APJ agonist -1, Mdm2 MdmX PPI 28, CHOP UPR activ -1.7 and UPR XBP1 act 1.
Screening O=C(COc1cccc(OC(F)F)c1)Nc1ccc(SC(F)F)cc1 returned CXCR6 inh -4, EBI2 antag 6, CCR6 antagonist 2, APJ antag 6, tim23-1 inh 44, APJ agonist -5, Mdm2 MdmX PPI 2, CHOP UPR activ -1.0 and UPR XBP1 act 6.
`Nc1nnc(SCC(=O)c2ccccc2)s1` gave CXCR6 inh 1, EBI2 antag 2, CCR6 antagonist 4, APJ antag 0, tim23-1 inh 4, APJ agonist -1, Mdm2 MdmX PPI 11, CHOP UPR activ 2.1 and UPR XBP1 act 3.
CCc1ccc(CNC(=O)CCc2nnc(Cc3cccc(C(F)(F)F)c3)o2)nc1 was read as CXCR6 inh -5, EBI2 antag -1, CCR6 antagonist 12, APJ antag 1, tim23-1 inh 2, APJ agonist 2, Mdm2 MdmX PPI -21, CHOP UPR activ -2.3 and UPR XBP1 act 1.
For C(=C\c1ccco1)/C=N/n1cnnc1 the results were CXCR6 inh 0, EBI2 antag -2, CCR6 antagonist -14, APJ antag -16, tim23-1 inh -4, APJ agonist -2, Mdm2 MdmX PPI -2, CHOP UPR activ 0.9 and UPR XBP1 act -2.
For CCCOC(=O)c1ccc2c(c1)C(=O)N(c1ccccc1)C2=O the results were CXCR6 inh -3, EBI2 antag 6, CCR6 antagonist -39, APJ antag 16, tim23-1 inh 9, APJ agonist -2, Mdm2 MdmX PPI -14, CHOP UPR activ 1.0 and UPR XBP1 act 2.
For O=C(c1ccc2c3c(cccc13)CC2)C1CCCN(Cc2cccnc2)C1 (stereo unspecified) the results were CXCR6 inh -16, EBI2 antag -9, CCR6 antagonist -1, APJ antag 3, tim23-1 inh 32, APJ agonist -2, Mdm2 MdmX PPI 11, CHOP UPR activ -1.2 and UPR XBP1 act -3.
CC(Sc1nncn1C)C(=O)Nc1cc(C(F)(F)F)ccc1N1CCOCC1 (stereo unspecified) was read as CXCR6 inh -5, EBI2 antag -2, CCR6 antagonist 8, APJ antag -9, tim23-1 inh 29, APJ agonist 1, Mdm2 MdmX PPI 15, CHOP UPR activ -1.5 and UPR XBP1 act 1.
`COc1cc(/C=N/NC(=S)NCCN2CCOCC2)cc(OC)c1OC` gave CXCR6 inh -22, EBI2 antag -3, CCR6 antagonist 0, APJ antag -8, tim23-1 inh 10, APJ agonist 1, Mdm2 MdmX PPI 29, CHOP UPR activ -0.3 and UPR XBP1 act -1.
For O=C(NC1CCCC1)c1ncn[nH]1 the results were CXCR6 inh -12, EBI2 antag -13, CCR6 antagonist -3, APJ antag -7, tim23-1 inh 10, APJ agonist 0, Mdm2 MdmX PPI -8, CHOP UPR activ 2.8 and UPR XBP1 act 0.
`Cc1ccc2oc(-c3cccc(N)c3)nc2c1` gave CXCR6 inh 2, EBI2 antag -5, CCR6 antagonist -12, APJ antag -23, tim23-1 inh 13, APJ agonist 1, Mdm2 MdmX PPI -177, CHOP UPR activ -2.1 and UPR XBP1 act -7.
Screening O=C(C1CCCCN1S(=O)(=O)c1ccccc1[N+](=O)[O-])N1CCOCC1 (stereo unspecified) returned CXCR6 inh 1, EBI2 antag 8, CCR6 antagonist -3, APJ antag 10, tim23-1 inh 13, APJ agonist -2, Mdm2 MdmX PPI 25, CHOP UPR activ -0.1 and UPR XBP1 act -3.
`Cc1ccc(CNc2nc(-c3cccnc3)nc3ccccc23)cc1` gave CXCR6 inh 2, EBI2 antag -8, CCR6 antagonist 14, APJ antag -23, tim23-1 inh 43, APJ agonist 7, Mdm2 MdmX PPI 14, CHOP UPR activ 0.1 and UPR XBP1 act 2.

This is a subset. The share of hits here may be higher or lower than overall.
